Bioassay records as filed in PubChem.
pCIP destab: compounds decreasing mouse p/CIP protein stability | decrease of EGFP signal, % at 10 µM | 0.01% of 290,000 active | F442A p/CIP-EGFP cells, EGFP fluorescence, 16 h;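 active = EGFP signal decrease of at least 30% at 10 µM or well 3 SD below plate mean, unless failing retest; inactive = the rest, including hits failing retest or dose response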; also: some compounds called inactive have numbers as strong as hits; many of its hits are not listed in these tables
MEKK2mut PB1 HTS: signal of MEK5 binding to mutant human MEKK2 PB1 domain | bead flow cytometry, Alexa488-MEK5 binding to MEKK2 mutant | percent response, % at 10 µM | 0.35% of 290,000 active | AID 1530; in the data active = percent response above about 24%, passing the limit was not always enough; also: inactives centre near 1; some results filed as inactive read as strong as hits; reference of the scale not given here
IDE inh: inhibitors of human insulin-degrading enzyme in cells; P14735; inhibition, % at 5.59 µM; 0.41% of 320,000 active; HEK cells, FAbetaB cleavage, fluorescence polarization;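 active = percent inhibition above the average of all tested compounds plus 3 SD, set per screening campaign, cut at about 16% in these data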;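 also: IDE supplied by intact live HEK cells; FP after avidin binding of uncleaved biotin substrate so inhibition keeps polarization high; 0% = DMSO wells and 100% = 60 µM reference IDE inhibitor Ii1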
PfM18AAP inh: blocks P. falciparum M18 aspartyl aminopeptidase | recombinant PfM18AAP, H-Glu-NHMec fluorogenic cleavage | inhibition, % at 7.35 µM | 1.2% of 290,000 active | AID 1822;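 active = inhibition above the campaign mean inhibition over all tested compounds plus 3 SD, cut at about 28% in these data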;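 also: 0% = plate median of test compound wells and 100% = 2 mM ZnCl2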
MEKK3 PB1 HTS: MEKK3-MEK5 PB1 interaction, increase or decrease. Q99759. bead-based flow cytometry, Alexa488-MEK5 binding to MEKK3; actives lie on both sides; 0 = blocked by unlabeled MEK5, 100 = vehicle. binding response (% of control), % at 10 µM. 1.4% of 290,000 active. AID 1529;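 active = binding response more than 3 SD above or below the average of its plate-row segment, actives on both sides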;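 also: Alexa488 bead fluorescence after subtracting the streptavidin-only scavenger bead signal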
Target sequence (Q99759 whole entry, looked up): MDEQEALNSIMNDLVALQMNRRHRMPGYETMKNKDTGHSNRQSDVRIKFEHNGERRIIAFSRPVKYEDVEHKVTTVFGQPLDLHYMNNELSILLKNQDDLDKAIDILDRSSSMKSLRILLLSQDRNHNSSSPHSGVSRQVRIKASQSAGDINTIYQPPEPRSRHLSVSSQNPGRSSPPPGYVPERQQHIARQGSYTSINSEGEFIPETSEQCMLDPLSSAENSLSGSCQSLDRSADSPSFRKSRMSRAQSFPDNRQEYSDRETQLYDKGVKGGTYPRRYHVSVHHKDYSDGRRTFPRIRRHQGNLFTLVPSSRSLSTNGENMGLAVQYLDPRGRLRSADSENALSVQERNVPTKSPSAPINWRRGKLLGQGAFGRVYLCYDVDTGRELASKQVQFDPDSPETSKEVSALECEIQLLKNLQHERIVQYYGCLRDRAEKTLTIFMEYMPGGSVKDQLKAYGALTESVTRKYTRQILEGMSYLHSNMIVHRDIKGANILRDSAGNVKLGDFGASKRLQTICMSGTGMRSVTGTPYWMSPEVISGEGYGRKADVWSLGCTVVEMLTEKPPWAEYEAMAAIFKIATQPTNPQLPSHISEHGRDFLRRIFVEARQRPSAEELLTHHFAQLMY
IDE cell activ: boosts human insulin-degrading enzyme activity in HEK cells; activation, % at 5.96 µM; 0.073% of 340,000 active; FAbeta-B cleavage, fluorescence polarization; 0% vehicle, 100% cell-free pure enzyme wells;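 active = activation above the mean of all tested compounds plus 3 SD, set per screening campaign, cut at about 17% in these data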
NALP1 inh: inhibitors of NALP1 inflammasome in yeast; S. cerevisiae NALP1/ASC/caspase-1 growth, X-gal OD620, 72 h; inhibition, % at 10 µM; 0.61% of 280,000 active; AID 2071; in the data active = inhibition mostly above about 24%, no sharp cut-off; inactive = mostly below about 32%; also: some compounds called inactive have numbers as strong as hits
SUMO HTRF inh: inhibitors of human SUMOylation (UBC9) | P63279 | HTRF SUMOylation assay, SAE1/SAE2 + UBC9, in vitro | inhibition, % at 35 µM | 0.36% of 290,000 active | AID 2006; in the data active = inhibition above about 50%, passing the limit was not always enough; also: strong numbers were not always called active
Target sequence (P63279 whole entry, looked up): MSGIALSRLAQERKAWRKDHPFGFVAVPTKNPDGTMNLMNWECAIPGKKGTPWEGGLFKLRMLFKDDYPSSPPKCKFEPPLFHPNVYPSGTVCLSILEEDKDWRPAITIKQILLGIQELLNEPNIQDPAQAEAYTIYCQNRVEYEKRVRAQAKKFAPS
MEKK2 WT-MEK5: raises or lowers MEK5 binding to wildtype human MEKK2 PB1 domain | 1.1% of 290,000 active | binding response (% of control), % at 10 µM | Q9Y2U5 | bead flow cytometry, Alexa488-MEK5 binding to MEKK2 WT; actives lie on both sides; in the data active = binding response below about 67% or above about 130%
* hit, by the source's call; nt = no result given; [ ] = remark or other dose. The list is partial, so the mix of outcomes need not match the whole.

SMILES	pCIP destab	MEKK2mut PB1 HTS	IDE inh	PfM18AAP inh	MEKK3 PB1 HTS	IDE cell activ	NALP1 inh	SUMO HTRF inh	MEKK2 WT-MEK5
N#C/C(=C\c1cc(Cl)c(OCc2ccc(Cl)cc2)c(Cl)c1)C(N)=O	11.8	2.0	6.9	-8.5	106.0	nt	nt	16.4	99.0
COc1cccc(-c2nc(CS(=O)(=O)CC(=O)NCCCN3C(C)CCCC3C)c(C)o2)c1 (stereo not drawn)	1.5	5.0	4.5	-9.0	104.0	2.5	5.7	15.1	111.0
Cc1ccc2c(c1)NC(=O)C(CC(=O)NCCCN1CCN(c3cc(Cl)ccc3C)CC1)O2 (stereo not drawn)	-16.8	12.0	-2.4	1.6	104.0	-0.8	31.6	10.1	133.0
NC(=O)[C@@H]1CCCN1C(=O)c1cc(COc2ccc3c(c2)CCCC3)on1	-17.2	1.0	nt	0.1	100.0	1.1	1.8	6.8	108.0
CN(Cc1ccccc1)Cc1nc2c([nH]1)c(=O)[nH]c(=O)n2C	8.1	-2.0	-2.0	1.7	97.0	2.3	2.2	-12.8	99.0
NC(=S)Nc1cccc(O)c1	5.9	8.0	-1.6	3.2	106.0	-3.7	7.8	20.8	103.0
CCCP(=O)(CCC)CCP(=O)(c1ccccc1)c1ccccc1	-1.6	0.0	7.1	2.5	63.0*[inhibitor]	0.3	14.5	14.4	96.0
Cc1nn(Cc2c(Cl)cccc2Cl)c(Cl)c1/C=N/NC(=O)c1cccnc1	-2.6	-2.0	4.1	3.6	95.0	-7.3	30.8	14.2	91.0
COc1ccc(N2C(=O)CNC2=S)cc1	2.1	-1.0	10.2	-5.5	96.0	-0.4	-21.9	3.2	101.0
CCc1n[nH]c(=S)n1/N=C/c1ccc(N(C)c2ccccc2)cc1	-11.9	-6.0	-3.8	4.3	102.0	-8.5	0.2	5.5	90.0
Cc1nnsc1SCCNC(=O)c1c(F)cccc1F	-10.9	0.0	-1.6	-3.5	102.0	-0.3	33.9	5.1	102.0
CC(=O)Nc1ccc(NC(=O)c2ccccc2S(=O)(=O)c2ccccc2[N+](=O)[O-])cc1	-3.4	-1.0	-0.4	-4.9	102.0	-2.9	17.4	-5.1	105.0
O=C1c2ccccc2-c2c1cccc2C(=O)N(CCO)CCO	-18.1	2.0	2.7	-13.2	99.0	0.2	18.5	12.3	96.0
O=C(Nc1nccs1)c1ccc(COc2ccc(Cl)cc2)o1	10.5	8.0	-2.1	6.2	104.0	-2.6	21.9	5.6	104.0
CCOc1ccc(N(CC(=O)NC2CCCC2)C(=O)CCCC(=O)Nc2ccccn2)cc1	3.5	-1.0	7.0	3.9	99.0	7.3	-1.3	11.8	100.0
COc1ccc2ccccc2c1C1CC(=O)N2CN(Cc3ccco3)CSC2=C1C#N (stereo not drawn)	-10.1	3.0	0.7	21.6	101.0	-11.2	-13.4	8.7	104.0
COc1cc(NC(=O)CC(C)C)ccc1NC(=O)c1ccco1	nt	1.0	3.0	5.9	107.0	5.4	nt	nt	100.0
CC1CCN(CC(=O)N2CCc3ccccc32)CC1	4.6	7.0	-2.1	-0.9	104.0	4.6	9.5	4.7	101.0
COc1cc(/C=C/CN2CCN(CCC(C)C)C(CCO)C2)ccc1O (stereo not drawn)	-0.3	-4.0	-9.7	2.8	94.0	-2.3	14.4	2.0	95.0
CCOc1cc(C(=S)N2CCOCC2)ccc1OC(=O)/C=C/c1ccc(OC)c(OC)c1	8.1	-1.0	6.8	-12.3	104.0	-0.5	31.4	3.5	99.0

MEKK3 PB1 HTS, what is marked active above.
SMILES	pCIP destab	MEKK2mut PB1 HTS	IDE inh	PfM18AAP inh	MEKK3 PB1 HTS	IDE cell activ	NALP1 inh	SUMO HTRF inh	MEKK2 WT-MEK5
CCCP(=O)(CCC)CCP(=O)(c1ccccc1)c1ccccc1	-1.6	0.0	7.1	2.5	63.0*[inhibitor]	0.3	14.5	14.4	96.0

Next section:
SMILES	pCIP destab	MEKK2mut PB1 HTS	IDE inh	PfM18AAP inh	MEKK3 PB1 HTS	IDE cell activ	NALP1 inh	SUMO HTRF inh	MEKK2 WT-MEK5
COc1ccc(/C=C/C(=O)NC(=S)N2CCSCC2)cc1	14.1	1.0	-2.5	-3.6	102.0	4.9	4.9	11.6	93.0
Cc1cccc(C)c1NC(=O)CN(c1ccccn1)S(=O)(=O)c1ccccc1	7.8	-8.0	1.8	-3.8	102.0	2.0	0.0	9.2	93.0
CCc1ccc(C(=O)Nc2cc(C)ccc2F)s1	-2.0	0.0	1.1	-1.3	101.0	-3.1	-8.2	-18.2	98.0
O=C(NCCCN1CCOCC1)c1cc(-c2cccc(Br)c2)nc2ccccc12	-1.7	5.0	1.4	3.2	99.0	3.5	11.4	-5.9	117.0
Cc1ccc(-c2n[nH]c(=O)c3ccccc23)cc1N	0.4	-3.0	0.2	18.6	104.0	2.9	20.4	12.8	101.0
O=C(N/N=C/c1ccc(F)cc1)c1cc[n+]([O-])cc1	21.8	5.0	8.5	0.8	99.0	0.1	10.4	14.3	101.0
CCC/C(=N\NC(=O)c1cccc(C)c1)c1ccccc1	-17.5	-1.0	-2.8	-2.4	94.0	-2.3	26.7	-15.2	98.0
Nc1nc(Nc2ccccc2)nc(NC2CCCCC2)c1[N+](=O)[O-]	-6.9	0.0	-8.0	-2.3	103.0	2.3	21.2	-28.5	97.0
c1ccc(C2CCC3(CC2)Oc2ccccc2C2CC(c4cccnc4)=NN23)cc1 (stereo not drawn)	-7.0	0.0	2.6	17.6	100.0	nt	32.5	10.1	108.0
CC(=O)C12CCCCC1CC1C3CC(C)C4(O)CC(=O)CCC4(C)C3CCC12C (stereo not drawn)	-3.0	1.0	2.8	-6.9	99.0	3.5	-11.6	6.1	100.0
CCN1CCN(c2nc3c(C)cccn3c(=O)c2/C=C(\C#N)C(=O)NCCOC)CC1	3.7	-1.0	-0.9	6.5	102.0	3.0	5.5	7.6	101.0
O=S(=O)(CCNCc1cccs1)c1ccc(Cl)cc1	-0.4	5.0	0.3	-9.3	97.0	0.2	0.2	9.2	99.0
Cc1ccc(/C=C2\SC(N3CCN(C(c4ccccc4)c4ccccc4)CC3)=NC2=O)o1	-9.2	-1.0	-0.5	2.6	111.0	-3.6	37.4	26.1	97.0
CCN(CCn1cccn1)C(=O)CC1C(=O)NCCN1Cc1ccc(F)cc1 (stereo not drawn)	1.6	-12.0	1.8	-13.2	107.0	4.4	-4.2	2.8	90.0
Cc1ccc(C)c(CSc2nnc(-c3cccnc3)o2)c1	-8.4	9.0	-1.7	-14.7	108.0	-4.4	15.4	3.9	107.0
CC(C)n1c(-c2ccccc2)nc(=S)c2c1CCCC2	-0.7	-2.0	1.9	4.1	99.0	nt	23.3	6.8	99.0
CC(C)c1ccc(C2C3=C(COC3=O)Nc3cc4c(cc32)OCO4)cc1 (stereo not drawn)	-1.4	3.0	-5.9	8.3	103.0	3.4	12.4	20.6	103.0
Cc1ccc(Cn2nc(C)c(NC(=O)CCCn3nc(C)c([N+](=O)[O-])c3C)c2C)cc1	-2.0	-1.0	-0.7	-10.8	97.0	4.8	20.0	-12.7	104.0
COCC(=O)Nc1sc2c(c1C(=O)OC)CCCC2	-6.1	-13.0	-3.1	0.7	96.0	1.8	-74.9	17.9	99.0
O=C(COc1ccccc1)Nc1ccc(Cl)cc1Cl	7.2	-7.0	1.4	5.3	96.0	nt	-14.5	0.5	92.0
COc1ccc(NC(=O)CC2C(=O)N(c3ccccc3)C(=O)N2Cc2ccco2)cc1 (stereo not drawn)	9.3	-11.0	-1.9	-6.8	71.0	6.0	-2.4	-8.4	79.0
Cc1c(C(=O)OC(C)C)sc(NC(=O)C2CCCO2)c1C(=O)OC(C)C (stereo not drawn)	5.2	-1.0	1.0	-0.5	96.0	-2.9	-1.5	-12.1	98.0
Cc1ccc(NC(=O)CSc2nc3ncc(Br)cc3[nH]2)cc1C	-6.1	0.0	-0.2	-6.7	103.0	3.2	22.8	-22.7	106.0
Cc1nn(C2CCS(=O)(=O)C2)c(C)c1C=O (stereo not drawn)	4.8	-4.0	-3.0	3.9	92.0	2.1	7.6	6.5	95.0
C=CCn1c(SCc2ccc(C#N)cc2)nnc1-c1cccc(Cl)c1	1.3	5.0	3.0	-0.2	105.0	-3.5	15.6	-11.4	102.0
O=C(COC(=O)c1ccc([N+](=O)[O-])s1)Nc1ccccc1	12.4	-1.0	0.8	1.6	84.0	-3.1	34.5	-24.8	90.0
O=[N+]([O-])c1cccc(/C=N/n2c(COc3ccccc3)n[nH]c2=S)c1	-32.7	0.0	-0.6	11.1	96.0	-2.0	-1.6	7.2	93.0
COc1ccc(NC(=S)N2CCN(C(=O)C3CCCO3)CC2)cc1 (stereo not drawn)	-10.5	-2.0	nt	-12.3	103.0	0.2	-15.2	1.6	104.0
CCCS(=O)(=O)N1CCN=C1SCc1cccc(F)c1	9.5	5.0	0.9	-1.1	104.0	5.9	23.3	3.7	103.0
Nc1nc(Cl)c(C=O)c(N2CCCCC2)n1	-5.1	-3.0	0.9	2.6	107.0	2.1	14.7	10.3	101.0
NC(=O)c1ccccc1N/C=C/C(=O)c1cccs1	-4.6	12.0	1.8	7.4	104.0	2.5	7.2	8.5	103.0
CSc1nc2ccc(S(=O)(=O)N3CCc4ccccc43)cc2s1	-6.6	1.0	6.4	-6.4	100.0	-6.2	2.4	9.1	98.0
CCNC(=O)COC(=O)Cc1ccc(Cl)cc1Cl	-7.1	-3.0	5.7	6.3	108.0	0.9	-3.4	-17.8	100.0
O=C(c1ccc(Cl)c(S(=O)(=O)N2CCCC2)c1)N1CCOCC1	4.7	5.0	3.6	2.6	103.0	0.1	-5.6	-1.5	106.0
O=C(Nc1ccccc1)OCCCc1ccccc1	-3.3	1.0	-1.2	5.1	100.0	-0.6	-3.4	2.1	100.0
COc1cc(CCC(=O)O)on1	9.3	-3.0	-1.0	2.0	97.0	-1.4	8.4	17.7	95.0
CCN=c1scc(-c2ccc(F)cc2)n1/N=C/c1ccccn1	-33.9	-6.0	-5.5	-6.3	95.0	2.3	-6.3	1.9	92.0
COc1ccc(OC)c(C2=NOC(C(=O)NCc3ccco3)C2)c1 (stereo not drawn)	4.0	-4.0	2.4	18.6	102.0	4.7	21.7	1.3	94.0
CCOc1ccc(CCNC(=O)CSc2cc(=O)n(C)c3cc(Cl)ccc23)cc1OCC	-10.9	1.0	1.8	-0.4	97.0	3.8	26.0	15.7	93.0
COc1cc(/C=C(\C#N)c2nc3ccc(C)cc3[nH]2)c([N+](=O)[O-])cc1OC	-14.2	3.0	8.5	22.6	104.0	-2.8	6.8	11.3	104.0

The final 2 entries of the part before lead into the next.
SMILES	pCIP destab	MEKK2mut PB1 HTS	IDE inh	PfM18AAP inh	MEKK3 PB1 HTS	IDE cell activ	NALP1 inh	SUMO HTRF inh	MEKK2 WT-MEK5
CCOc1ccc(CCNC(=O)CSc2cc(=O)n(C)c3cc(Cl)ccc23)cc1OCC	-10.9	1.0	1.8	-0.4	97.0	3.8	26.0	15.7	93.0
COc1cc(/C=C(\C#N)c2nc3ccc(C)cc3[nH]2)c([N+](=O)[O-])cc1OC	-14.2	3.0	8.5	22.6	104.0	-2.8	6.8	11.3	104.0
O=C(O)CSc1nnc(-c2cc3ccccc3o2)n1-c1ccccc1	-0.6	4.0	1.0	2.2	101.0	2.7	7.3	-13.0	98.0
COC(=O)CCN1CCc2cc(N=Nc3ccc([N+](=O)[O-])cc3)ccc21	-2.4	-22.0	-2.9	2.9	93.0	nt	nt	18.0	101.0
COc1ccccc1CCC(=O)Oc1ccccc1C#N	-4.8	-5.0	nt	8.2	97.0	-0.8	9.6	-6.8	92.0
CCc1nnc(N2C(=O)c3cccc4cccc(c34)C2=O)s1	10.7	-1.0	-2.2	2.1	100.0	4.0	-33.2	3.5	101.0
